Bioassay records from PubChem BioAssay.
B2AR arrestin – agonists driving beta-arrestin recruitment to human beta2-adrenergic receptor; P07550; beta-arrestin recruitment to beta2AR, cell-based reporter; Potency, µM (highest dose often 46.1 µM), inactives show top-dose activation, most hits filed as activators; 0.02% of 330,000 active; AID 492947;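 also: potency is read from the fitted curve at half-maximal effect; 0% = DMSO controls and full agonism = EC100 isoproterenol or metaproterenol; nearly all actives have a fitted effect of over 65% in size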
Target sequence (P07550 whole entry, looked up): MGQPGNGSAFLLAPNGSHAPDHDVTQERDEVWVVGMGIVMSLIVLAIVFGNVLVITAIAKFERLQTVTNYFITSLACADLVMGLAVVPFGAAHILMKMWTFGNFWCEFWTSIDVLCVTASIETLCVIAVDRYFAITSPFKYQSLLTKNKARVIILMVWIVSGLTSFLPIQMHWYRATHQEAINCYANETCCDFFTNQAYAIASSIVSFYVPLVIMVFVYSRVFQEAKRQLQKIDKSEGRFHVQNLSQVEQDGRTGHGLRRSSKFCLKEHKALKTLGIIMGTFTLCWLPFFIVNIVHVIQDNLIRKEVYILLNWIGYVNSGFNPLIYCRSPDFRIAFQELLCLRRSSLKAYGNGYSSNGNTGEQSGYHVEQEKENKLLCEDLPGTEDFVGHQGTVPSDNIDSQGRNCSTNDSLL
GALK inhibitor – blocks human galactokinase activity. P51570. Purified GALK, Kinase-Glo residual ATP luminescence. Potency, µM (top dose mostly 57.5 µM), without a hit: top-dose activity change, negative = inhibition, usual class: inhibitors. 0.007% of 270,000 active; also: potency is read from the fitted curve at half-maximal effect; % is scaled to controls: 0 for no effect and ±100 for the full control effect
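Luminescence from leftover ATP (Ultra-Glo luciferase/luciferin) served as read-out after a 1 h room-temperature reaction of 5 nM GALK with 35 uM ATP and 100 uM galactose.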
TRPV1 agonist – agonists of human vanilloid receptor 1 (TRPV1) | TRPV1-expressing cells, Fluo-8 calcium influx, agonist mode | 0.19% of 320,000 active | activation, % at 8.33 µM | AID 540275 | Q8NER1; in the data active = activation above about 80%; inconclusive = between about 30% and that limit; also: 0% is about no effect
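Fluo-8 calcium influx in TRPV1-expressing cells, kinetic read (ex 480/em 520 nm). Compound added and read 3 min for agonist activity, followed by capsaicin at EC20 final and 2 min further read for enhancement.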
KCNH2 3.1 inh – inhibitors of human KCNH2 3.1 potassium channel isoform. U2OS KCNH2 3.1, thallium flux FluxOr; stronger effect = lower value. activity change, % (tested at about 1.8 µM). 0.95% of 340,000 active. AID 720553;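 active = maximum activity change below -70%; inconclusive = maximum activity change from -70% to -50%; inactive = maximum activity change above -50%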;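 also: thallium influx rate constant from kinetic fluorescence after stimulation buffer; % is scaled to controls: 0 for no effect and ±100 for the full control effect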
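Channel expression came from 3.1 mutant virus (1.77 x 10^8 /mL) applied to suspended U2OS cells for 4 h. Flux was tracked with FluxOr dye plus Red40 quencher, and kinetic rate constants normalized to controls.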
CXXC DNA block – inhibitors of human MLL CXXC domain-DNA interaction; Q03164; MLL-CXXC / FITC-HOXA9 DNA fluorescence polarization; Potency, µM (titrated, usually from 115 µM), for the others: top-dose activity change, negative = inhibition, most hits filed as inhibitors; 0.037% of 290,000 active; AID 2662; active = well fitted inhibition curve with a large enough effect in the polarisation, with a control signal flat, not every such curve was filed as active; inconclusive = small, poorly fitted or top-dose-only effect, or effect the other way, or a change in a side signal; inactive = no such curve, though single readings can be large or run the other way; the % refers to the polarisation; also: potency is read from the fitted curve at half-maximal effect
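Fluorescence polarization: 7 uM MLL-CXXC (stock) preincubated 5 min with compounds, then 50 nM fluorescein-HOX-A9 DNA (stock) added; 30 min ambient. Buffer 50 mM Tris-HCl pH 7.5, 50 mM NaCl, 1 mM DTT, 0.05% BSA.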
PKM2 activator – activators of human pyruvate kinase M2; P14618; purified PKM2, Kinase-Glo ATP luminescence, activation; response scale: 0% is enzyme alone, no compound; Potency, µM (titrated, usually from 57.5 µM), without a hit: at the top dose activation, most hits filed as activators; 0.34% of 260,000 active; AID 1631; also: potency is read from the fitted curve at half-maximal effect; % is scaled to controls: 0 for no effect and ±100 for the full control effect; nearly all actives have a fitted effect of over 55% in size
Target sequence (P14618 whole entry, looked up): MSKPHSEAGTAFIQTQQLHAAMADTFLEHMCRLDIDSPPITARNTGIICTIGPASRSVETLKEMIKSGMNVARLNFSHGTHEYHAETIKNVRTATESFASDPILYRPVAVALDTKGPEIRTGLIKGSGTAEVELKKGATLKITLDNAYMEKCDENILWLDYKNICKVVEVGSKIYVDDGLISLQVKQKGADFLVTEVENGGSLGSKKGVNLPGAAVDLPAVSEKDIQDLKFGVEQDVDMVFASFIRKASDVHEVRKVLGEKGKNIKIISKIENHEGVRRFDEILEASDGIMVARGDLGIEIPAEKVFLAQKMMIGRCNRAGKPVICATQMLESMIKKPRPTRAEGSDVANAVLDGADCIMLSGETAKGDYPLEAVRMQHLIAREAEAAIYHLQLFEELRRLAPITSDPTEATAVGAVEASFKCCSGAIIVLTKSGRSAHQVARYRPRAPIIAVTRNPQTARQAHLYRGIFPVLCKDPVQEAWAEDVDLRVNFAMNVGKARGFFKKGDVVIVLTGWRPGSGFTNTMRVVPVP
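Kinase-Glo luminescence reports ATP generated from ADP (0.1 mM) and PEP (0.5 mM) by purified hPK-M2 after 1 h at room temperature, pH 7.2 imidazole buffer; intermediate enzyme activity allows detecting inhibitors and activators.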
Coupling enz – counter-screen for Giardia aldolase inhibitors: coupling enzyme system. coupling enzyme system counterscreen, AmpLite Red fluorescence. activity change, negative = inhibition, % at 58.2 µM, hits read low. 0.67% of 290,000 active; in the data active = activity change below about -30%; also: % is scaled to controls: 0 for no effect and ±100 for the full control effect
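Counterscreen lacking aldolase: glyceraldehyde-3-phosphate coupling-enzyme reagent preincubated 10 min at RT with compound (at 57.5 uM final), then substrate/coupling system with AmpLite Red added; fluorescence read at 525/598 nm after 20 min RT.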
USP2a block – blocks human ubiquitin-specific protease USP2a; USP2 core, Ub-CHOP2 coupled fluorogenic reporter, 485/531; Potency, µM (doses to about 38.3 µM), for the others: at the top dose activity change, negative = inhibition, most hits filed as inhibitors; 0.01% of 330,000 active; O75604;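 also: potency is read from the fitted curve at half-maximal effect; plate controls were DMSO wells for no effect and full inhibition by NEM control for full effect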
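Cell-free coupled assay: 10nM USP2 core preincubated 30min RT with compound in Tris-HCl pH 8.0/CaCl2/CHAPS buffer, then 25nM Ub-CHOP2 and 25nM reporter substrate; fluorescence (Ex 485/Em 531) read after 60min RT, normalized to NEM inhibition, concentration-response curves fitted.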
Menin MLL FP TR – inhibitors of human menin-MLL interaction, mutant MLL peptide; O00255; Menin + Texas Red MLL mutant peptide, fluorescence polarization; Potency, µM (highest dose often 61.6 µM), without a hit: at the top dose FP activity change, negative = inhibition, actives largely listed as inhibitors; 0.23% of 270,000 active; AID 1768; active = well fitted inhibition curve with a large enough effect in the polarisation, with a control signal flat, not every such curve was filed as active; inconclusive = small, poorly fitted or top-dose-only effect, or effect the other way, or a change in a side signal; inactive = no such curve, though single readings can be large or run the other way; the % refers to the polarisation; also: potency is read from the fitted curve at half-maximal effect; % of control where 0% means no effect; many of its hits are not listed in these tables
Giardia kill – kills Giardia lamblia. 0.15% of 340,000 active. AID 540267. Giardia lamblia trophozoite viability. activity change, % at 7.66 µM, hits read low; in the data active = activity change below about -80%; inconclusive = between about -30% and that limit;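 also: parasites exposed to compound for two days anaerobically before the ATP read; % is scaled to controls: 0 for no effect and ±100 for the full control effect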
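Each well holds 100 Giardia trophozoites and compound. After two days (48 hrs) at 37 deg C in anaerobic conditions, ATP is quantified by luminescence.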
KCNH2 WT inh – KCNH2 (human, wildtype) channel inhibition; Q12809; U2OS, BacMam KCNH2, thallium flux FluxOr; stronger effect = lower value; activity change, % at 1.84 µM; 0.37% of 340,000 active;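 active = maximum activity change below -70%; inconclusive = maximum activity change between -70% and -50%; inactive = maximum activity change above -50%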; also: % is scaled to controls: 0 for no effect and ±100 for the full control effect
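U2OS cells transduced with wild-type KCNH2 virus are loaded with FluxOr dye for 45 min, and thallium flux is measured in kinetic reads before and after stimulation buffer. Rate constants are normalized to DMSO controls.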
Numbers without * were called inactive; [ ] = remark or other dose. Unless noted, calls follow the shape of the dose curve; as a rule, active = well fitted curve in the direction sought with a large enough effect; inconclusive = small, poorly fitted or top-dose-only effect, or another doubt; inactive = no such curve, though single readings can be large; an effect the other way counts as inactive or inconclusive. Some of the compounds tested; rates above refer to the full screens.

CCCc1cc(=O)[nH]c(SCC(=O)N(CCOC)c2c(N)n(Cc3ccccc3)c(=O)[nH]c2=O)n1 was read as B2AR arrestin -0.3%, TRPV1 agonist 1, KCNH2 3.1 inh 1, USP2a block -1%, Giardia kill -2 and KCNH2 WT inh 0.
`CC(=O)Nc1ccc(S(=O)(=O)NC2(C(F)(F)F)NC(=O)N(C3CCCC3)C2=O)cc1` (stereo not given) gave B2AR arrestin -0.4%, GALK inhibitor 0%, TRPV1 agonist 2, KCNH2 3.1 inh 18, CXXC DNA block 7%, PKM2 activator 2%, Coupling enz 0, USP2a block 3%, Menin MLL FP TR 13%, Giardia kill -14 and KCNH2 WT inh 8.
Screening CC1CN(CC(=O)Nc2ccc([N+](=O)[O-])cc2Br)CC(C)O1 (stereo not given) returned B2AR arrestin -0.1%, GALK inhibitor 2%, TRPV1 agonist 1, KCNH2 3.1 inh -35, CXXC DNA block -1%, PKM2 activator 4%, Coupling enz 2, USP2a block 2%, Menin MLL FP TR 0%, Giardia kill 2 and KCNH2 WT inh -21.
For Oc1cc2c(cc1CN1CCN(c3ncccn3)CC1)OCO2 the results were B2AR arrestin -0.4%, GALK inhibitor 7%, TRPV1 agonist 7, KCNH2 3.1 inh -4, CXXC DNA block -1%, PKM2 activator -4%, USP2a block 2%, Giardia kill -8 and KCNH2 WT inh -2.
`COc1cc(N2C(=O)CC3(CCCC3)CC2=O)cc(OC)c1OC` gave B2AR arrestin -0.9%, TRPV1 agonist 2, KCNH2 3.1 inh -3, CXXC DNA block 1%, PKM2 activator 0%, Coupling enz -1, USP2a block 0%, Giardia kill -9 and KCNH2 WT inh -1.
CCn1cc(CNCc2cn(C)nc2-c2ccc(C3CCCCC3)cc2)cn1 was read as B2AR arrestin 0.0%, GALK inhibitor 1%, TRPV1 agonist 2, KCNH2 3.1 inh -12, CXXC DNA block 14%, PKM2 activator 2%, Coupling enz -1, USP2a block 1%, Menin MLL FP TR inconclusive, Giardia kill -6 and KCNH2 WT inh 8.
For O=C(COc1ccc2c(c1)OCO2)Nc1ccc2c(c1)oc1ccccc12 the results were B2AR arrestin -0.1%, GALK inhibitor 1%, TRPV1 agonist -1, KCNH2 3.1 inh 7, CXXC DNA block 60%[activator], PKM2 activator 0%, Coupling enz -2, USP2a block 1%, Menin MLL FP TR inconclusive, Giardia kill 6 and KCNH2 WT inh -5.
For Cc1ccccc1CNC(=O)Cn1cnc(S(=O)(=O)N2CCCC2)c1 the results were B2AR arrestin -0.4%, GALK inhibitor -8%, TRPV1 agonist 1, KCNH2 3.1 inh 11, CXXC DNA block -16%, USP2a block -1%, Giardia kill -1 and KCNH2 WT inh -31.
S=c1[nH]nc(CSCCOc2ccccc2)o1 was read as B2AR arrestin -1.9%, TRPV1 agonist -2, KCNH2 3.1 inh 1, CXXC DNA block -20%, PKM2 activator -11%, Coupling enz 9, USP2a block 2%, Giardia kill -8 and KCNH2 WT inh -2.
Cc1ccccc1-c1noc(C2CCCCC2)n1 was read as B2AR arrestin 0.1%, GALK inhibitor 2%, TRPV1 agonist 1, KCNH2 3.1 inh 8, CXXC DNA block 4%, PKM2 activator -6%, Coupling enz 3, USP2a block -5%, Menin MLL FP TR -5%, Giardia kill -8 and KCNH2 WT inh 2.
For COC(=O)Nc1ccc(S(=O)(=O)N2CCC(C(=O)N3CCCCC3C)CC2)cc1 (stereo not given) the results were B2AR arrestin -0.9%, GALK inhibitor -1%, TRPV1 agonist 2, KCNH2 3.1 inh -5, CXXC DNA block -1%, PKM2 activator 5%, Coupling enz 1, USP2a block 8%, Menin MLL FP TR 18%, Giardia kill -4 and KCNH2 WT inh 3.
CC(C)n1nc(C(=O)Nc2nc3ccccc3[nH]2)c2ccccc2c1=O was read as B2AR arrestin -0.6%, GALK inhibitor 8%, TRPV1 agonist inconclusive, KCNH2 3.1 inh -6, CXXC DNA block -15%, PKM2 activator 10%, Coupling enz 2, USP2a block 1%, Menin MLL FP TR -1%, Giardia kill 9 and KCNH2 WT inh 13.
`CCOc1ccc(/C(O)=C2\C(=O)C(=O)N(CCOCCO)C2c2ccccc2OC)cc1` (stereo not given) gave B2AR arrestin -0.2%, GALK inhibitor -1%, TRPV1 agonist 2, KCNH2 3.1 inh -13, CXXC DNA block -3%, PKM2 activator 1%, Coupling enz 4, USP2a block 1%, Menin MLL FP TR 1%, Giardia kill -6 and KCNH2 WT inh 12.
COc1ccccc1-c1noc(CCCC(=O)Nc2ccc(C(N)=O)cc2)n1 was read as B2AR arrestin -0.8%, GALK inhibitor -2%, TRPV1 agonist 11, KCNH2 3.1 inh -6, CXXC DNA block 4%, PKM2 activator -10%, Coupling enz 0, USP2a block 0%, Giardia kill -1 and KCNH2 WT inh 0.
For CCCC(=O)Nc1ccc(S(=O)(=O)N2CCC(c3nc4ccccc4[nH]3)CC2)cc1 the results were B2AR arrestin 0.3%, TRPV1 agonist 6, KCNH2 3.1 inh -46, USP2a block 1%, Giardia kill 2 and KCNH2 WT inh 12.
`Cc1ccc(C23CC4CC(CC(NC(=O)NCCN(C)C)(C4)C2)C3)cc1` gave B2AR arrestin 0.3%, GALK inhibitor -2%, TRPV1 agonist 0, KCNH2 3.1 inh -14, CXXC DNA block 33%[activator], PKM2 activator 2%, Coupling enz 5, USP2a block -1%, Menin MLL FP TR -1%, Giardia kill 16 and KCNH2 WT inh 16.
COc1ccc(/C(C)=N/NC(=O)c2nc(C)cc(C)n2)cc1 was read as B2AR arrestin -0.3%, GALK inhibitor -1%, TRPV1 agonist 1, KCNH2 3.1 inh 6, CXXC DNA block 0%, PKM2 activator -9%, Coupling enz -3, USP2a block 1%, Giardia kill -2 and KCNH2 WT inh -8.
Screening COc1ccc(N=C2S/C(=C\c3ccc(N4CCOCC4)o3)C(=O)N2CCc2c[nH]c3ccccc23)cc1 returned B2AR arrestin -0.7%, GALK inhibitor -4%, TRPV1 agonist 8, CXXC DNA block -8%, PKM2 activator 3.2µM*, Coupling enz -1, USP2a block 2% and Menin MLL FP TR inconclusive.
For CCCNC(=O)C1CC(=O)N(c2ccc(OCC)cc2)C1 (stereo not given) the results were B2AR arrestin -0.1%, GALK inhibitor 1%, TRPV1 agonist 2, KCNH2 3.1 inh 2, CXXC DNA block 0%, PKM2 activator 1%, Coupling enz 1, USP2a block -2%, Menin MLL FP TR 16%, Giardia kill -9 and KCNH2 WT inh 9.
Screening O=C(COc1ncnc2cc([N+](=O)[O-])ccc12)N(CCc1ccccc1)Cc1ccccc1 returned B2AR arrestin 0.0%, GALK inhibitor 0%, TRPV1 agonist -1, KCNH2 3.1 inh -9, CXXC DNA block -8%, PKM2 activator -12%, Coupling enz 0, USP2a block -1%, Menin MLL FP TR inconclusive, Giardia kill -10 and KCNH2 WT inh 22.
`CCOC(=O)c1cc2ccccc2n1CC(=O)c1ccccc1` gave B2AR arrestin -0.7%, GALK inhibitor 5%, TRPV1 agonist 24, KCNH2 3.1 inh -13, CXXC DNA block 4%, Coupling enz 1, USP2a block 2%, Menin MLL FP TR inconclusive, Giardia kill -12 and KCNH2 WT inh -5.
Screening COc1cc(C)nc(NC(=S)N(C)C(=O)c2ccccc2)n1 returned B2AR arrestin 0.2%, GALK inhibitor 1%, TRPV1 agonist 3, KCNH2 3.1 inh -3, CXXC DNA block 4%, PKM2 activator 0%, Coupling enz -2, USP2a block 1%, Giardia kill 11 and KCNH2 WT inh -4.
`CCn1nnc2cc(C(=O)Nc3cccc(S(=O)(=O)N(C)C)c3)ccc21` gave B2AR arrestin 0.0%, TRPV1 agonist 2, KCNH2 3.1 inh -9, USP2a block 0%, Giardia kill 1 and KCNH2 WT inh -22.
Screening COc1ccccc1C(=O)Nc1ccnn1C1CCN(C)CC1 returned B2AR arrestin 0.0%, GALK inhibitor -4%, TRPV1 agonist 2, KCNH2 3.1 inh 2, CXXC DNA block 3%, USP2a block -2%, Giardia kill -23 and KCNH2 WT inh 7.

Not a retest: entries from further up.
Screening O=C(COc1ncnc2cc([N+](=O)[O-])ccc12)N(CCc1ccccc1)Cc1ccccc1 returned B2AR arrestin 0.0%, GALK inhibitor 0%, TRPV1 agonist -1, KCNH2 3.1 inh -9, CXXC DNA block -8%, PKM2 activator -12%, Coupling enz 0, USP2a block -1%, Menin MLL FP TR inconclusive, Giardia kill -10 and KCNH2 WT inh 22.
`CCOC(=O)c1cc2ccccc2n1CC(=O)c1ccccc1` gave B2AR arrestin -0.7%, GALK inhibitor 5%, TRPV1 agonist 24, KCNH2 3.1 inh -13, CXXC DNA block 4%, Coupling enz 1, USP2a block 2%, Menin MLL FP TR inconclusive, Giardia kill -12 and KCNH2 WT inh -5.
